Screening data as filed in PubChem.
bovine MsrA act = activates bovine MsrA enzyme; purified bovine MsrA, absorbance read-out; activation, % at 10.6 µM; hit rate 0.3% among 360,000; AID 602163; in the data active means activation above about 7.5%;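 further: 0% = vehicle and 100% = reference activator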
MLLE-PAM2 inh = blocks PAM2 peptide binding to the PABP1 MLLE domain; hit rate 0.36% among 360,000; AID 588489; P11940; inhibition, % at 20 µM; GST-MLLE / FITC-PAM2 fluorescence polarization; in the data active means inhibition above about 35%, passing the limit was not always enough;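 further: plate controls were DMSO wells with GST-MLLE for no effect and wells lacking GST-MLLE protein for full effect; some results filed as inactive read as strong as hits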
eLon inh = E. coli protease La inhibition | P0A9M0 | purified E. coli Lon protease, fluorescence polarization | inhibition, % at 7.94 µM | hit rate 0.42% among 360,000; in the data active means inhibition above about 13%, passing the limit was not always enough;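 further: 0% = enzyme with probe and DMSO and 100% = no enzyme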
Target sequence (P0A9M0 whole entry, looked up): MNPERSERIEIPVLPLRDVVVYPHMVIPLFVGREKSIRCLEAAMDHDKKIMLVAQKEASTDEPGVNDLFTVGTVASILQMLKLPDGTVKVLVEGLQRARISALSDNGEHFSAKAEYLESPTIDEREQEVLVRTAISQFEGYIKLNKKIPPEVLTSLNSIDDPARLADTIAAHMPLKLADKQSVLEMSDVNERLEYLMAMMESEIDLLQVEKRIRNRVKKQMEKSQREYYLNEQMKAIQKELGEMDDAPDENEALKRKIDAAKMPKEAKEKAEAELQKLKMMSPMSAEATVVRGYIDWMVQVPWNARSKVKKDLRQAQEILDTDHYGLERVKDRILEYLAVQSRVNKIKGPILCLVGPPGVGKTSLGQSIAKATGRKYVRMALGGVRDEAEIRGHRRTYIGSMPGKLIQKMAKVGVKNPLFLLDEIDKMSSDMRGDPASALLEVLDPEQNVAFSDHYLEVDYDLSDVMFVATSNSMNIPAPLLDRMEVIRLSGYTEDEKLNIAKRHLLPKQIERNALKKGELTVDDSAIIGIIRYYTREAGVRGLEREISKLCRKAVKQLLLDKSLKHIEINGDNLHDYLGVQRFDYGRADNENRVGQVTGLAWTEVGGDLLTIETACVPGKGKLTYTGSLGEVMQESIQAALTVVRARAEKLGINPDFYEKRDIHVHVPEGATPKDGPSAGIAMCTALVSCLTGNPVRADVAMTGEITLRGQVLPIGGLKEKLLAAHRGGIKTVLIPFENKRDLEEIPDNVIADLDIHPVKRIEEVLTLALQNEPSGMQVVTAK
Neddylation inh = inhibitors of human cullin neddylation; TR-FRET cullin neddylation, biochemical; calls only at 25 µM; hit rate 0.58% among 360,000; P61081+Q13564; in the data active means inhibition above about 36%
Tb MetRS inh = blocks T. brucei methionyl-tRNA synthetase activity. hit rate 0.4% among 360,000. purified T. brucei MetRS, ATP depletion, Kinase-Glo luminescence. inhibition, % at 11.9 µM. AID 624268;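 active means inhibition above a per-plate cutoff of the control wells' mean inhibition plus 3 SD, cut at about 5.5% in these data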;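 further: 0% = DMSO wells median and 100% = median of wells with control inhibitor compound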
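technique = Kinase-Glo luminescence, ATP depletion format | system = purified MetRS (methionyl-tRNA synthetase) enzyme from Trypanosoma brucei | timing = 15 min preincubation, 2 h reaction, all 25 °C | evaluation = percent inhibition versus plate control medians | dosing = single dose, 11.9 µM final nominal, 0.9% final DMSO | also added = substrates ATP, L-methionine and bulk Escherichia coli tRNA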
CSN deneddyl inh = CSN deneddylation inhibition; Q92905; Purified CSN, SCF-Nedd8-OG deneddylation, fluorescence polarization; inhibition, % at 12.5 µM; hit rate 0.38% among 360,000; AID 651999;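 active means pattern-corrected inhibition above about 35%, with an unprinted fluorescence ratio check between 0.5 and 1.5, limit read from the data, passing the limit was not always enough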;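 further: 0% = enzyme with substrate and 100% = substrate without enzyme; some results filed as inactive read as strong as hits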
Target sequence (Q92905 whole entry, looked up, one chain of several): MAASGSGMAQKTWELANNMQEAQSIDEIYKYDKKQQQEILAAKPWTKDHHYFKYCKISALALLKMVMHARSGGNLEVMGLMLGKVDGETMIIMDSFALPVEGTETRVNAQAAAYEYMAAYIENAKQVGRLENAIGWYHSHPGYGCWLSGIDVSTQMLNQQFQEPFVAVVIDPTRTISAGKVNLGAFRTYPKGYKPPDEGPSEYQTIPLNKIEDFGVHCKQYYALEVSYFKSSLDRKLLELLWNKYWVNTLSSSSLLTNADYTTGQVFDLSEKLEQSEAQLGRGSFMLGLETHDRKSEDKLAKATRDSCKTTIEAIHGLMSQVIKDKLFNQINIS
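Material: human Csn5 produced in HEK293T cells; Input: enzyme 0.24 nM; Reagent: SCFSkp2-Nedd8OG substrate at 10 nM final; Dosing: 12.5 µM compound; Incubation: 90 min reaction at room temperature; Detection: fluorescence polarization of the substrate; Evaluation: % inhibition of substrate cleavage by Csn5; Control set: substrate-only high control, full reaction low control.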
Rin1-Abl PPI inh = inhibitors of human Rin1-Abl protein interaction. hit rate 0.4% among 360,000. AID 588664. TR-FRET Rin1/Abl binding, biochemical. inhibition, % at 7.35 µM; in the data active means inhibition above about 5%, passing the limit was not always enough
MsrA inh = inhibitors of bovine MsrA. hit rate 0.75% among 360,000. inhibition, % at 15.5 µM. purified bovine MsrA, absorbance read-out; in the data active means inhibition above about 4.5%;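 further: 0% = vehicle wells with enzyme and 100% = reference inhibitor wells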
FAS-TE inh = inhibitors of human fatty acid synthase thioesterase domain; AID 602261; hit rate 0.67% among 360,000; P49327; recombinant FAS-TE, OMFH fluorogenic substrate, fluorescence endpoint; inhibition, % at 15 µM;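 active means compounds whose normalised, plate-corrected inhibition of enzyme fluorescence in the single-dose primary screen is 50% or more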;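 further: 0% = DMSO with enzyme and 100% = substrate without enzyme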
* marks the source's active call; other numbers are inactive results; i = inactive; . = not tested or not shown; + = active, no number.

#1 O=C(Nc1cccc(C(=O)N2CCOCC2)c1)C1CCCC1
#2 CC1(C(=O)Nc2ccc3c(c2)OCO3)Cc2c(-c3ccc4c(c3)OCO4)ccnc2O1 (centres undefined)
#3 COc1ccc(S(=O)(=O)N2CCCC(C(F)(F)F)C2)cc1 (centres undefined)
#4 Cn1c2ccccc2c(=O)c2ccc(C#Cc3ccc(N)cc3)cc21
#5 Brc1ccc(-c2ccc(/C=N/Nc3nc(N4CCOCC4)nc(N4CCOCC4)n3)o2)cc1
Screen / compound no.	1	2	3	4	5
bovine MsrA act	0	1	-5	-6	-3
MLLE-PAM2 inh	2	1	-7	-32	7
eLon inh	2	0	4	-61	-6
Neddylation inh	i	i	i	i	+
Tb MetRS inh	-0.6	-0.1	0.1	0.0	0.3
CSN deneddyl inh	-4	2	-1	6	-1
Rin1-Abl PPI inh	-2	-3	2	4	2
MsrA inh	0.5	-1.1	0.1	3.5	0.2
FAS-TE inh	-5	10	4	16	15

#6 CCOc1ccccc1/C=C/c1onc(C)c1S(=O)(=O)N1CCC(C(=O)NC(C)(C)C)CC1
#7 CN(C)CCN(C(=O)c1cccs1)c1nc2cc3c(cc2s1)OCCO3
#8 CC(C)Oc1cccc(C(=O)O)c1
#9 O=C(Nc1nc2nccc(-c3ccccc3)n2n1)c1ccc(F)cc1
#10 Cc1cc(C(F)(F)F)c(C#N)c(SCC(=O)Nc2nc3cc(Br)ccc3s2)n1
Screen / compound no.	6	7	8	9	10
bovine MsrA act	-7	-1	-2	4	-6
MLLE-PAM2 inh	1	7	-8	-13	-18
eLon inh	13	1	2	-3	-12
Neddylation inh	i	i	i	i	i
Tb MetRS inh	-0.2	0.0	0.2	-0.2	-0.6
CSN deneddyl inh	-4	-1	3	-11	11
Rin1-Abl PPI inh	-4	1	-5	-7	1
MsrA inh	2.0	-0.5	-0.4	-1.3	0.1
FAS-TE inh	14	-4	-11	-7	40

#11 O=C1CCCC(=NCc2ccco2)C1
#12 Cc1c(-c2ccccc2)n[nH]c1C(=O)NN
#13 Cc1cc(/C=N/NC(N)=O)c(C)c(CO)c1
#14 CCOC(=O)c1ccccc1OCc1cc(/C=N/NC(=O)c2cccnc2)ccc1OC
#15 Cc1cccc2c3c([nH]c12)C(=O)CC(C)(C)S3
Screen / compound no.	11	12	13	14	15
bovine MsrA act	-7	-3	-3	-3	-2
MLLE-PAM2 inh	17	-7	-12	-12	17
eLon inh	-4	-4	-2	-9	3
Neddylation inh	i	i	i	i	i
Tb MetRS inh	-1.4	-0.9	0.4	-0.6	-0.7
CSN deneddyl inh	0	4	0	-2	0
Rin1-Abl PPI inh	3	-2	1	-2	0
MsrA inh	-0.4	0.5	.	1.6	2.4
FAS-TE inh	-8	-11	-8	2	0

#16 CCOC(=O)C1CCCN(c2c(NCCCN3CCCC(C)C3)c(=O)c2=O)C1 (centres undefined)
#17 CC(C)C(=O)NCCn1ccc2ccccc21
#18 CN1CCC(=NNC(=O)C(=O)NC(C)(C)C)CC1
#19 CCOc1ccc(OCCSc2nnnn2C2CCCCC2)cc1
#20 Cc1ccc(S(=O)(=O)N2C[C@H]3C(=O)C[C@@H](c4cccs4)N(S(=O)(=O)c4ccc(C)cc4)[C@H]3C[C@H]2c2ccccc2)cc1
Screen / compound no.	16	17	18	19	20
bovine MsrA act	-12	-10	0	-3	-6
MLLE-PAM2 inh	-7	7	-5	-15	-9
eLon inh	-9	-5	1	-6	3
Neddylation inh	i	i	i	i	i
Tb MetRS inh	-0.8	-1.7	-0.8	-1.0	-1.3
CSN deneddyl inh	-1	5	-3	2	6
Rin1-Abl PPI inh	6	-3	1	2	2
MsrA inh	-1.6	-0.7	0.8	1.0	2.0
FAS-TE inh	-6	-5	-2	13	43

#21 CN1CCN(CCC(=O)Nc2cccc(Br)c2)CC1
#22 O=C(Nc1ccc(F)c(Cl)c1)c1csc([C@@H]2O[C@H](CO)[C@H](O)[C@H](O)[C@H]2O)n1
#23 O=C1C=CC(=Nc2ccc(F)cc2)O1
#24 NC(=O)c1nsc(C(=O)N(Cc2ccc(F)cc2)C(C(=O)NCC2CCCO2)c2ccc(O)cc2)c1N (centres undefined)
#25 CC(=O)N1CCOc2ccc(S(=O)(=O)N3CCC(C(=O)NCc4ccc(Cl)cc4)CC3)cc21
Screen / compound no.	21	22	23	24	25
bovine MsrA act	-2	-2	-1	-3	-5
MLLE-PAM2 inh	-1	4	40*	-5	-13
eLon inh	2	1	-3	-2	-3
Neddylation inh	i	i	i	i	i
Tb MetRS inh	-0.2	-0.1	-0.4	-0.7	-0.4
CSN deneddyl inh	0	-2	-3	3	-3
Rin1-Abl PPI inh	-3	0	-2	1	1
MsrA inh	-0.4	0.4	-0.4	0.8	-0.1
FAS-TE inh	-5	-6	4	-2	-3

#26 O=C(C1CCN(S(=O)(=O)N2CCOCC2)CC1)N1CCN(c2ccccc2)CC1
#27 CCN1C(=O)C(C(=O)NC(C)c2ccccc2)C2CC1(C)Oc1ccccc12 (centres undefined)
#28 CCCC(=O)NC(C)C(c1cccs1)N1CCN(C)CC1 (centres undefined)
#29 Cc1c(N=NC2=C(O)CC(C)(C)CC2=O)c(=O)n(-c2ccccc2)n1C
#30 CC(C)c1ccc(/C=C2\SC(=S)N(CC(=O)NCCCN3CCOCC3)C2=O)cc1
Screen / compound no.	26	27	28	29	30
bovine MsrA act	10*	-5	-3	-11	-11
MLLE-PAM2 inh	8	-2	-1	1	11
eLon inh	-10	-30	-11	-1	-9
Neddylation inh	i	i	i	i	i
Tb MetRS inh	0.1	-0.8	-0.5	-1.4	-1.3
CSN deneddyl inh	-3	-2	1	2	0
Rin1-Abl PPI inh	2	-2	-2	10*	-4
MsrA inh	0.0	-0.2	-0.2	0.5	-0.4
FAS-TE inh	-5	-2	-7	-9	-2

#31 O=[N+]([O-])c1ncccc1OCc1ccc(Br)cc1F
#32 O=C1c2ccncc2C(=O)N1c1cccc(Cl)c1
#33 OC(c1ccccc1)c1ccccc1CN1CCCNC1=S (centres undefined)
#34 CC1CCN(C(=O)/C(=C\c2ccco2)NC(=O)c2ccccc2)CC1
#35 COc1ccccc1-c1nc(C#N)c(N2CCN(C(=O)c3ccco3)CC2)o1
Screen / compound no.	31	32	33	34	35
bovine MsrA act	-1	-1	-7	1	-1
MLLE-PAM2 inh	-2	-5	-26	-25	2
eLon inh	-2	8	-2	-9	-3
Neddylation inh	i	i	i	i	i
Tb MetRS inh	0.0	0.1	-0.3	-0.6	-0.4
CSN deneddyl inh	-2	1	-2	8	-3
Rin1-Abl PPI inh	2	0	0	0	0
MsrA inh	-0.8	0.1	0.1	0.7	-0.2
FAS-TE inh	-2	-10	-6	-4	-2

#36 CCOc1ccc(NC(=O)CN(C)C(=O)c2ccccc2OCc2c(C)noc2C)cc1OCC
#37 COc1ccc(/C=C/C(=O)NCCc2nc3ccccc3[nH]2)cc1
#38 COc1ccc(CCNC(=O)CSc2nnc(CNC(=O)c3c(F)cccc3Cl)o2)cc1OC
#39 CCc1cccc(NC(=O)c2ccc(NS(=O)(=O)c3c(C)noc3C)cc2)c1
#40 COCCN1C=C(C(=O)OC)C(c2ccc(Cl)cc2)C(C(=O)OC)=C1
Screen / compound no.	36	37	38	39	40
bovine MsrA act	-5	-2	0	-7	4
MLLE-PAM2 inh	-1	-7	4	6	1
eLon inh	-7	-8	3	-15	4
Neddylation inh	i	i	i	i	.
Tb MetRS inh	-0.3	1.1	0.0	-0.5	0.8
CSN deneddyl inh	2	-3	-3	11	-4
Rin1-Abl PPI inh	7	0	2	1	-3
MsrA inh	-0.5	0.4	-0.4	-0.1	0.5
FAS-TE inh	-4	-5	-6	-1	5

#41 CN(C(=S)NC(=O)c1ccc(Cl)cc1)C1CCCCC1
#42 CN(Cc1ccccc1)c1nc2c(c(=O)[nH]c(=O)n2C)n1Cc1ccccc1F
#43 OC(c1ccc(F)c(F)c1)c1nc(-c2ccc3c(c2)OCO3)cs1 (centres undefined)
#44 O=S(=O)(NCC1NCCc2ccccc21)c1ccccc1 (centres undefined)
#45 N#CCC(C(=O)c1cccnc1)c1ccccc1 (centres undefined)
#46 NC(=O)CC(O)c1cccc(Cl)c1 (centres undefined)
#47 CN(C)S(=O)(=O)n1cc(/C=C(\NC(=O)c2ccccc2)C(=O)NCCCN2CCOCC2)c2ccccc21
#48 COc1ccc(S(=O)(=O)NCC(c2ccc(F)cc2)N2CCN(C)CC2)cc1 (centres undefined)
Screen / compound no.	41	42	43	44	45	46	47	48
bovine MsrA act	-3	1	-4	-2	-2	-4	-2	-2
MLLE-PAM2 inh	18	-2	-4	0	-2	-3	7	3
eLon inh	-6	-2	-3	1	-7	-4	4	-8
Neddylation inh	i	i	i	i	i	i	i	i
Tb MetRS inh	-0.1	-0.6	0.1	0.2	0.2	-0.7	-0.3	-0.3
CSN deneddyl inh	-2	-1	0	0	-4	-4	-3	0
Rin1-Abl PPI inh	4	-1	-1	4	-2	1	-3	3
MsrA inh	-0.7	0.5	0.1	-0.6	1.2	-0.1	1.9	-0.4
FAS-TE inh	6	1	18	-4	-2	-9	17	0

In the list so far, eleven contain fluorine.
#3 COc1ccc(S(=O)(=O)N2CCCC(C(F)(F)F)C2)cc1 (centres undefined)
#9 O=C(Nc1nc2nccc(-c3ccccc3)n2n1)c1ccc(F)cc1
#10 Cc1cc(C(F)(F)F)c(C#N)c(SCC(=O)Nc2nc3cc(Br)ccc3s2)n1
#22 O=C(Nc1ccc(F)c(Cl)c1)c1csc([C@@H]2O[C@H](CO)[C@H](O)[C@H](O)[C@H]2O)n1
#23 O=C1C=CC(=Nc2ccc(F)cc2)O1
#24 NC(=O)c1nsc(C(=O)N(Cc2ccc(F)cc2)C(C(=O)NCC2CCCO2)c2ccc(O)cc2)c1N (centres undefined)
#31 O=[N+]([O-])c1ncccc1OCc1ccc(Br)cc1F
Screen / compound no.	3	9	10	22	23	24	31
bovine MsrA act	-5	4	-6	-2	-1	-3	-1
MLLE-PAM2 inh	-7	-13	-18	4	40*	-5	-2
eLon inh	4	-3	-12	1	-3	-2	-2
Neddylation inh	i	i	i	i	i	i	i
Tb MetRS inh	0.1	-0.2	-0.6	-0.1	-0.4	-0.7	0.0
CSN deneddyl inh	-1	-11	11	-2	-3	3	-2
Rin1-Abl PPI inh	2	-7	1	0	-2	1	2
MsrA inh	0.1	-1.3	0.1	0.4	-0.4	0.8	-0.8
FAS-TE inh	4	-7	40	-6	4	-2	-2

#38 COc1ccc(CCNC(=O)CSc2nnc(CNC(=O)c3c(F)cccc3Cl)o2)cc1OC
#42 CN(Cc1ccccc1)c1nc2c(c(=O)[nH]c(=O)n2C)n1Cc1ccccc1F
#43 OC(c1ccc(F)c(F)c1)c1nc(-c2ccc3c(c2)OCO3)cs1 (centres undefined)
#48 COc1ccc(S(=O)(=O)NCC(c2ccc(F)cc2)N2CCN(C)CC2)cc1 (centres undefined)
Screen / compound no.	38	42	43	48
bovine MsrA act	0	1	-4	-2
MLLE-PAM2 inh	4	-2	-4	3
eLon inh	3	-2	-3	-8
Neddylation inh	i	i	i	i
Tb MetRS inh	0.0	-0.6	0.1	-0.3
CSN deneddyl inh	-3	-1	0	0
Rin1-Abl PPI inh	2	-1	-1	3
MsrA inh	-0.4	0.5	0.1	-0.4
FAS-TE inh	-6	1	18	0

Hits appear at their usual frequency; 4% or so of the library scored in one or more.
